NR2E3 ag-1 = inhibitors of NR2E3-RetCOR corepressor binding, primary screen, NR2E3 agonist project, biochemical, TR-FRET, GST-NR2E3, biotin-RetCOR; inhibition of corepressor binding, % at 4.78 µM; AID 2300, 2010; Photoreceptor-specific nuclear receptor (Homo sapiens), Q9Y5X4; 320,000 compounds, 0.12% hits; 1536-well;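 active = percent inhibition above the cutoff of mean plus 3 SD of all tested compounds, set per screening campaign, cut at about 20% in these data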;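 also: 0% = DMSO wells and 100% = biotin wells as full block of FRET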
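Material: NR2E3–RetCOR corepressor complex / Amount: 1.35 nM GST-NR2E3 / Medium: Tris pH 7.5 / Compound: single nominal compound dose of 4.8 µM / Incubation: 5 h at 4 °C / Technique: TR-FRET, Eu(K)-anti-GST donor, streptavidin-D2 acceptor, ex 340, em 617/671 nm / Read-out basis: percent loss of FRET ratio relative to control wells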
iPSC survival up = enhancers of single-cell hiPSC survival, primary screen, ATPlite luminescence | 100% = ROCK inhibitor wells, 0% = DMSO | survival enhancement, % at 20 µM | 360,000 compounds, 0.044% hits; in the data active = survival enhancement above about 18%;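 also: cells exposed to compounds for 16 hours before the ATP read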
m5-HT2A agonist = mouse Htr2a agonists via beta-arrestin recruitment, primary screen, cell-based, luminescence; CHO-K1 mHTR2A beta-arrestin complementation; percent of 30 µM serotonin response; activation, % at 7.6 µM; 360,000 compounds, 0.66% hits; AID 624169, 2012;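 active = activation above a run cutoff, the mean activation of all tested compounds plus 3 SD, cut at about 14% in these data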;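 also: 0% = plate median of compound wells and 100% = 30 µM serotonin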
Target sequence (P35363 whole entry, looked up): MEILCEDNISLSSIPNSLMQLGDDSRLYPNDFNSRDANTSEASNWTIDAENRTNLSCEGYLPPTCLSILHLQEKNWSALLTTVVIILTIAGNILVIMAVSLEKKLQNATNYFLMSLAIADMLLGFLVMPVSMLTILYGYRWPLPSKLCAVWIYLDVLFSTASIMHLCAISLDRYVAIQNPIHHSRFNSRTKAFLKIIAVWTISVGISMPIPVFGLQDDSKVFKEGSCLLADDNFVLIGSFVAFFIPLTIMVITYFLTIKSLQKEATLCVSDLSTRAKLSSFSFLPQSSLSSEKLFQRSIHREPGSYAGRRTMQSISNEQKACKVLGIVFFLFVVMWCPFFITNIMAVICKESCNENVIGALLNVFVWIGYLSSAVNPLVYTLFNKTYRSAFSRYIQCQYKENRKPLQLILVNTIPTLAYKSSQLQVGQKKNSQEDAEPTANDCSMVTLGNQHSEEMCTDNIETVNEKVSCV
HIF-2a block = HIF-2a reporter inhibitors, primary screen, luminescence, 786-0 RCC cells; 786-0 RCC cells HIF-2a reporter, luciferase luminescence, overnight; inhibition, % at 18.8 µM; 360,000 compounds, 0.72% hits; AID 624352, 2012;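 active = inhibition of the luminescence signal of 40% or more relative to plate controls, in a single-dose primary screen at 18.75 µM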
CaV13 ICDI inh = Disruptors of the CACNA1D IQ motif to Ca2+-dependent inactivation inhibitor domain association, primary screening, Förster resonance energy transfer in intact living …. 340,000 compounds, 0.098% hits. HEK cells, CFP/YFP FRET ICDI-IQ, plate reader, 10 min; percent FRET-ratio fall versus neutral wells. inhibition, % at 12.3 µM;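 active = mean replicate inhibition of at least 30% and at least 1% of replicates passing that level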;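 also: 0% = median of the neutral control wells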
H9c2 protect = cardioprotection against H2O2-induced cell death, primary screen, uHTS, H9c2 cells, ATPLite luminescence | H9c2 cardiomyocytes, H2O2 injury protection, 2 h | protection from H2O2 cell death, % at 20 µM | 360,000 compounds, 0.63% hits;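 active = compounds giving at least 50% protection of heart cells from peroxide-induced death in the single-dose screen, raw or plate-pattern-corrected value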;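 also: 0% = DMSO wells with peroxide and 100% = DMSO wells without peroxide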
PDI inh = inhibitors of human PDI, primary screen, biochemical, turbidity, single point, plate reader | Protein disulfide-isomerase (Homo sapiens), P07237 | AID 588391, 2011 | inhibition, % at 10 µM | 350,000 compounds, 0.052% hits | PDI insulin aggregation turbidity, A650, 90 min;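 active = mean inhibition across replicates of 30% or more, whatever share of single replicates reach that level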;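 also: absorbance from insulin aggregation driven by PDI reduction with DTT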
Target sequence (P07237 whole entry, looked up): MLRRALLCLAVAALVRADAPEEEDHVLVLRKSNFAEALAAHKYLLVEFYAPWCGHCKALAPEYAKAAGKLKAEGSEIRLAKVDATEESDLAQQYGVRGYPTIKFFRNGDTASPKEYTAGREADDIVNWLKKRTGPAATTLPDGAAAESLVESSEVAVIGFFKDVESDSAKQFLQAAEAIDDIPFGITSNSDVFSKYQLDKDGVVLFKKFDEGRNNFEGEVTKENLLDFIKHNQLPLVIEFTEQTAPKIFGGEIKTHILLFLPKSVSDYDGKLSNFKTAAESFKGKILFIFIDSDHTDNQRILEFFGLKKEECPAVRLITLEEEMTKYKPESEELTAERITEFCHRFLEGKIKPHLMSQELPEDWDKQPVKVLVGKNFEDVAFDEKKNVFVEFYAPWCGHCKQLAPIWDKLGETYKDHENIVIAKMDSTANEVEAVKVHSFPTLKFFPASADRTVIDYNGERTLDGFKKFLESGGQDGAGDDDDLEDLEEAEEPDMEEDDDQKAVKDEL
NR2E3 ag-2 = NR2E3 agonists in two-hybrid cells, primary screen, cell-based, luminescence, CHO-S, Gal4-NCOR/VP16-NR2E3; Photoreceptor-specific nuclear receptor (Homo sapiens), Q9Y5X4; luciferase; inhibition of corepressor binding, % at 3.98 µM; 360,000 compounds, 0.35% hits; AID 602229, 2012;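 active = inhibition above the mean of all tested compounds plus 3 SD, cut at about 70% in these data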;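 also: 0% = DMSO with NR2E3 transfected cells and 100% = cells lacking NR2E3 construct; higher means lower luciferase signal from less NR2E3 corepressor binding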
Shn3 inh set2 = reduction of Shn3 3'UTR firefly luciferase signal, primary screen, Schnurri-3 inhibitor project, cell-based, Clone20 osteoblasts, set 2 | Clone20 osteoblast Shn3 3'UTR firefly luciferase, 24 h | inhibition, % at 12.5 µM | 360,000 compounds, 0.52% hits;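 active = mean inhibition of at least 75% with every replicate also reaching 75%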;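 also: 0% = median of neutral control wells and 100% = pilot-screen positive control compound; some compounds past the cut are filed as inactive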
Peg3 prom inh = Peg3 promoter-driven luciferase inhibitors, primary screen, cell-based, HeLa, luciferase luminescence. HeLa PEG-Prom luciferase reporter, overnight. inhibition, % at 20 µM. 360,000 compounds, 1.7% hits. AID 588405, 2011;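 active = inhibition of at least 50% at 20 µM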
TRPM1 prom inh = inhibitors of MITF-dependent TRPM1 promoter reporter, primary screen, cell-based, SK-MEL-5, single point, luciferase; SK-MEL-5 TRPM1 promoter luciferase, 24 h; inhibition, % at 12.5 µM; 330,000 compounds, 0.83% hits;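 active = mean inhibition across replicates of 60% or more, whatever share of single replicates reaches that level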; also: values of inactives mirror those of a sister screen read the other way
* = called active by the depositor; / = not tested or not shown.

SMILES	NR2E3 ag-1	iPSC survival up	m5-HT2A agonist	HIF-2a block	CaV13 ICDI inh	H9c2 protect	PDI inh	NR2E3 ag-2	Shn3 inh set2	Peg3 prom inh	TRPM1 prom inh
Cc1nn(C2CCCCC2)c(N)c1-c1ccccc1	-1	-0.3	-3	-30	-5	10	-3	-20	-12	-21	-2
COc1ccccc1NS(=O)(=O)c1cccs1	-1	3.4	-1	-18	-7	6	3	23	-14	14	13
CCCC(=O)N(Cc1cc(=O)[nH]c2ccccc12)c1ccc(C)cc1C	/	0.0	-1	16	-3	12	-3	-12	8	22	9
CN(C)CCNC(=O)c1csc(Nc2cccc3ccccc23)n1	6	-0.4	-2	11	-3	8	0	-18	18	10	20
CCCCNC(=O)NC12CC3CC(CC(C3)C1)C2	2	-0.7	-3	14	7	-5	5	-22	17	-8	2
Cc1nc2c(OCCC3CCCCC3)cccn2c1N(C)C(=O)CCC1CCCC1	/	0.5	0	17	-4	-11	-5	30	-11	31	/
O=[N+]([O-])c1ccc(COc2cccc(CN3CCCCC3)c2)cc1	/	-1.2	-2	-11	-6	-4	4	-50	3	-2	-9
O=C1C2CC=CCC2C(=O)N1Cc1nnc(-c2ccc(Cl)cc2)o1 (configuration not stated)	-2	0.1	3	-168	3	5	-2	-24	-45	-111	-24
COc1ccc(C(=O)N2CCN(c3ccc(C(C)=O)cc3)CC2)cc1S(=O)(=O)N1CCCC1	/	0.9	7	-79	-2	-1	0	-15	-13	-48	1
Cc1oc(S(=O)(=O)N(C)C)cc1C(=O)Nc1ccc(Cl)cc1	2	-0.5	-1	6	-4	-8	2	1	27	1	-39
COc1ccc(S(=O)(=O)N(C)C)cc1NC(=O)c1ccc(OCC2CCCO2)cc1 (configuration not stated)	/	1.2	3	-1	-11	-3	0	3	1	7	/
CC(C)c1ccc(/C=C2\SC(N3CCOCC3)=NC2=O)cc1	-4	1.0	-2	-10	-2	1	10	-3	-11	-22	-1
COCCN1C(=O)N[C@@H](c2cccc(C(F)(F)F)c2)[C@@H](C(=O)OC)[C@H]1C	6	-1.7	4	7	-7	4	-5	21	12	2	12
O=C(Nc1nc(-c2ccccn2)cs1)c1ccc([N+](=O)[O-])o1	1	-0.2	-4	-17	-4	40	-1	13	88*	46	61*
CCOC(=O)C(=O)/C(C#N)=C/Nc1ccc(F)cc1	3	4.2	0	-2	/	8	-10	1	3	10	4
CC(C)c1ccc(-c2cc(C(=O)N3CCOCC3)c3cc(Br)ccc3n2)cc1	4	-0.6	10	-89	-11	0	8	-42	-19	-28	-2
O=C(CC1C(=O)NCCN1Cc1ccc(F)cc1)NCCN1CCCc2ccccc21 (configuration not stated)	1	3.1	-2	-2	-6	-3	9	-1	-12	12	8
COc1ccc(-c2csc(NC(=O)CSCC(=O)Nc3cc(C)on3)n2)c(OC)c1	-3	0.2	1	-110	-5	7	2	-13	-16	-66	-17
CC(C)/C=C/CN1CCCC(N2CCN(c3cccc(Cl)c3)CC2)C1 (configuration not stated)	/	-0.4	-8	3	-4	10	-1	38	10	0	0
CN(C)CC(C)(C)CNC(C(=O)Nc1ccc(Cl)cc1C(F)(F)F)c1ccccc1 (configuration not stated)	-3	-1.2	0	11	2	0	-4	6	13	6	-4
Cc1ccc(C)c(-c2cc(C(=O)NCc3cccs3)c3ccccc3n2)c1	-3	-0.2	-2	8	-7	9	-1	1	21	37	3
CC(C)CCC1CC(CSC(=N)N)OC1=O (configuration not stated)	2	7.8	-7	5	-4	-6	-15	-13	-13	5	5
CCCc1nnc(SCC(=O)N2CCCC2)n1Cc1ccco1	1	-0.7	-2	10	1	-4	6	-6	5	10	-5
COc1ccc(-c2cc(C(=O)NCc3cccc(Cl)c3)[nH]n2)c(C)c1	/	-1.3	-3	-20	-5	1	-3	8	-5	5	/
CNC(=S)N(CCc1c(C)[nH]c2ccccc12)Cc1cccnc1	2	-0.2	1	13	-3	-7	12	-5	10	4	6

(cont.)
SMILES	NR2E3 ag-1	iPSC survival up	m5-HT2A agonist	HIF-2a block	CaV13 ICDI inh	H9c2 protect	PDI inh	NR2E3 ag-2	Shn3 inh set2	Peg3 prom inh	TRPM1 prom inh
COc1ccc(S(=O)(=O)NC(=O)C2(C)CCN2C(=O)Cc2cc(F)ccc2F)cc1 (configuration not stated)	/	-3.0	0	7	-5	7	14	-18	-4	7	/
CC(C)=C[C@H]1C[C@H](C)[C@H]2CC[C@H](C)c3c(O)c(O[C@H]4OC[C@H](O)[C@@H](O)[C@@H]4O)c(C)c1c32	/	-0.2	1	14	/	-4	/	19	8	9	/
Cc1ccccc1S(=O)(=O)Cc1ccc(C(=O)NC2CCCCC2C)o1 (configuration not stated)	-1	-0.3	-1	17	-3	1	10	-10	14	15	-4
COCCNC(=S)Nc1cccc2cnccc12	3	-1.3	6	6	2	-1	7	-13	15	12	4
CNc1oc(-c2ccc(Cl)cc2)nc1C#N	2	5.0	-5	-329	-3	-5	0	-112	-21	-241	-73
CC1(C(=O)Nc2ccccc2Br)CCN1C(=O)Cc1ccccc1Cl (configuration not stated)	/	-2.1	5	7	-4	-7	-1	9	26	-1	/
Cc1ccccc1C(=O)NC(NC(=O)c1ccccc1C)c1cccc([N+](=O)[O-])c1	-1	-0.7	2	17	-1	6	2	-14	10	20	10
O=C1CCCN1CCCNCC(O)c1ccccc1 (configuration not stated)	-3	-0.2	0	10	-19	-4	0	5	-15	5	5
CN1CC=C2C(C#N)=C(N)C(C#N)(C#N)C(c3cccc(Cl)c3Cl)C2C1 (configuration not stated)	3	0.3	-6	29	-1	3	-2	-7	-8	5	11
O=C(NC1CCCc2ccccc21)C1CCCO1 (configuration not stated)	1	-1.9	3	2	-4	6	-1	-17	-7	12	2
O=C(NCc1ccccc1)C1=C[C@H](c2ccc3c(c2)OCO3)C[C@H](OCCCCO)O1	3	-1.7	-3	5	-5	1	2	-29	8	-3	3
O=C(COC(=O)CCS(=O)(=O)c1ccc(Cl)cc1)NCCc1ccccc1	-4	2.0	-1	9	-5	6	0	-8	-22	5	6
CCOC(=O)Cn1nc(-c2ccccc2)c(-c2ccccc2)nc1=O	4	-0.1	0	8	-4	4	0	13	-10	11	5
Cc1ccc(OCc2nn3c(-c4ccco4)nnc3s2)cc1	3	5.1	6	-59	-1	7	5	-15	-9	-47	-17
COc1ccc(OC)c(NC(=O)c2ccccc2OC(C)=O)c1	-2	-1.4	0	-14	-10	2	-1	-2	-27	-5	10
O=C(NCCc1ccc(C(F)(F)F)cc1)C1CCC(=O)N(CCc2cccc(F)c2)C1 (configuration not stated)	1	-0.1	-3	-38	-3	-2	4	-20	-20	-41	-29
CCN(CC)S(=O)(=O)c1cccc(NC(=O)COc2ncnc3sccc23)c1	-1	-0.1	12	10	-4	-5	8	3	0	-6	-8
COc1cc(CC(=O)OCC(=O)N(C)C2CCCCC2)cc(OC)c1OC	/	-0.1	1	12	-3	-3	3	5	19	15	/
COc1ccc(NC2CCCN(C(=O)c3oc(C)cc3C)C2)cc1OC (configuration not stated)	-1	-0.2	0	0	-9	-5	-7	-3	8	0	1
COCCCN1C(=O)C(=O)/C(=C(/O)c2ccc3c(c2)OCCO3)C1c1ccc(C(=O)OC)cc1 (configuration not stated)	0	-0.9	8	-34	/	6	-9	-133	0	13	-10
CC1=CC(c2ccccc2)n2ncnc2N1 (configuration not stated)	4	-2.2	13	13	-5	-1	2	9	-28	3	2
CC1CN(CCOc2ccc([N+](=O)[O-])cc2)CC(C)O1 (configuration not stated)	-1	0.1	-1	10	-5	0	6	-6	15	11	13
C=CCN1C(=O)C(CC(=O)Nc2ccc(OC)cc2)SC1=Nc1ccc(S(N)(=O)=O)cc1 (configuration not stated)	-1	0.8	-1	13	-2	-4	3	11	-10	5	9
COc1cc(CNC(C)(C)CO)cc(Br)c1OCc1ccc(Cl)cc1	-4	-2.8	-5	-18	-4	5	9	15	2	81*	-13

3 compounds already listed, arranged by their value in Peg3 prom inh, high to low.
| molecule | Peg3 prom inh |
| --- | --- |
| COc1cc(CC(=O)OCC(=O)N(C)C2CCCCC2)cc(OC)c1OC | 15 |
| CC1=CC(c2ccccc2)n2ncnc2N1 (configuration not stated) | 3 |
| Cc1ccc(OCc2nn3c(-c4ccco4)nnc3s2)cc1 | -47 |

Of the compounds above, these have an aryl methoxy group.
SMILES	NR2E3 ag-1	iPSC survival up	m5-HT2A agonist	HIF-2a block	CaV13 ICDI inh	H9c2 protect	PDI inh	NR2E3 ag-2	Shn3 inh set2	Peg3 prom inh	TRPM1 prom inh
COc1ccccc1NS(=O)(=O)c1cccs1	-1	3.4	-1	-18	-7	6	3	23	-14	14	13
COc1ccc(C(=O)N2CCN(c3ccc(C(C)=O)cc3)CC2)cc1S(=O)(=O)N1CCCC1	/	0.9	7	-79	-2	-1	0	-15	-13	-48	1
COc1ccc(S(=O)(=O)N(C)C)cc1NC(=O)c1ccc(OCC2CCCO2)cc1 (configuration not stated)	/	1.2	3	-1	-11	-3	0	3	1	7	/
COc1ccc(-c2csc(NC(=O)CSCC(=O)Nc3cc(C)on3)n2)c(OC)c1	-3	0.2	1	-110	-5	7	2	-13	-16	-66	-17
COc1ccc(-c2cc(C(=O)NCc3cccc(Cl)c3)[nH]n2)c(C)c1	/	-1.3	-3	-20	-5	1	-3	8	-5	5	/
COc1ccc(S(=O)(=O)NC(=O)C2(C)CCN2C(=O)Cc2cc(F)ccc2F)cc1 (configuration not stated)	/	-3.0	0	7	-5	7	14	-18	-4	7	/
COc1ccc(OC)c(NC(=O)c2ccccc2OC(C)=O)c1	-2	-1.4	0	-14	-10	2	-1	-2	-27	-5	10
COc1cc(CC(=O)OCC(=O)N(C)C2CCCCC2)cc(OC)c1OC	/	-0.1	1	12	-3	-3	3	5	19	15	/
COc1ccc(NC2CCCN(C(=O)c3oc(C)cc3C)C2)cc1OC (configuration not stated)	-1	-0.2	0	0	-9	-5	-7	-3	8	0	1
C=CCN1C(=O)C(CC(=O)Nc2ccc(OC)cc2)SC1=Nc1ccc(S(N)(=O)=O)cc1 (configuration not stated)	-1	0.8	-1	13	-2	-4	3	11	-10	5	9
COc1cc(CNC(C)(C)CO)cc(Br)c1OCc1ccc(Cl)cc1	-4	-2.8	-5	-18	-4	5	9	15	2	81*	-13
